AmpC inh detg – qHTS Inhibitors of AmpC Beta-Lactamase (assay with detergent); AmpC hydrolysis of nitrocefin, absorbance 480 nm, 0.01% Triton; Potency, µM (doses to about 114 µM), without a hit: at the top dose activity change, negative = inhibition, hits mostly inhibitors; hit rate 0.041% among 370,000;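 also: potency is read from the fitted curve at half-maximal effect; 0% = no-compound wells and -100% = no-enzyme wells; nearly all actives have a fitted effect of over 25% in size; some results filed as inactive show a strong effect at the top dose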
Target sequence (P00811 whole entry, looked up): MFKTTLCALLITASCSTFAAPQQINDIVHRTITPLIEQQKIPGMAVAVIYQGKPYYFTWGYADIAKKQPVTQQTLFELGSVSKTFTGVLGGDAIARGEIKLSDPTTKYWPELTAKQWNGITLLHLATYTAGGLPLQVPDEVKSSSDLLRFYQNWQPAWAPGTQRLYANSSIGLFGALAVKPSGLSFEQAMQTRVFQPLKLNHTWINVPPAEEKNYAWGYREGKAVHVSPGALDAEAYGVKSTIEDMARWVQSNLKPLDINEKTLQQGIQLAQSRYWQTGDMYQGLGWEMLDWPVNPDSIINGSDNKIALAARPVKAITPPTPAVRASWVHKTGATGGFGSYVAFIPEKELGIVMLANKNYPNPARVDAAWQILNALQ
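AmpC (5.3 nM in the dispensed reagent) in 20 mM phosphate pH 7.0 with 0.01% (detergent screen) or 0.0001% Triton X-100 was preincubated with compounds for 15 min at room temperature. Nitrocefin was then added from an 800 uM solution, and hydrolysis was followed at 480 nm.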
HCV inh – qHTS Assay for Inhibitors of Hepatitis C Virus (HCV). Huh7.5.1 HCVcc-Cre infection, luciferase reporter, 44 h. Potency, µM (top dose mostly 41.8 µM), without a hit: top-dose activity change, negative = inhibition, usual class: inhibitors. hit rate 3.4% among 340,000. AID 651820, 2012; also: potency is read from the fitted curve at half-maximal effect
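Cells seeded at 1,000/well and cultured 4 h, then compounds added followed by HCVcc-Cre virus (~0.5 moi). After 44 h further culture, luciferase substrate was added, plates held 15 min at room temperature, and luminescence read for 15 sec.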
HCMV inh – qHTS Assay for inhibitors of the human cytomegalovirus (HCMV) | AID 1259415, 2018 | hit rate 4.5% among 410,000 | activity change, negative = inhibition, % at 57.5 µM | HFF cells, HCMV-luciferase reporter, 72 h; active compounds read low; in the data active = activity change below about -60%; inconclusive = no clear call, values can overlap the other calls; inactive = above about -39%
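Steps: HFFs plated, 16 h 37C; compounds added; HCMV-luciferase added to MOI 1 PFU/cell; 72 h 37C; OneGlo reagent, 5 min room temperature; luminescence read, normalized to controls.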
TbPYK inhibitor – qHTS of Trypanosoma Brucei Inhibitors | Potency, µM (highest dose often 76.8 µM), inactives show at the top dose activity, negative = inhibition, usual class: inhibitors | AID 624173, 2012 | hit rate 0.12% among 410,000 | TbPYK enzyme, Kinase-Glo Plus ATP luminescence, 45 min; also: potency is read from the fitted curve at half-maximal effect; nearly all actives have a fitted effect of over 50% in size
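Assay buffer: 50 mM TEA pH 7.2, 100 mM KCl, 10 mM MgCl2, 0.05% BSA, 0.01% Tween-20. Pyruvate kinase from T. brucei plus substrate met compound, then ADP (130 uM final). Luminescence was read post 45 min RT.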
LmPK inhibitor – qHTS Assay for Inhibitors of Leishmania Mexicana Pyruvate Kinase (LmPK). Q27686. purified LmPK, Kinase-Glo ATP luminescence, 1 h. Potency, µM (highest dose often 57.5 µM), inactives show top-dose activity change, negative = inhibition, most hits filed as inhibitors. hit rate 0.37% among 290,000. AID 1721, 2009; also: potency is read from the fitted curve at half-maximal effect
Target sequence (Q27686 whole entry, looked up): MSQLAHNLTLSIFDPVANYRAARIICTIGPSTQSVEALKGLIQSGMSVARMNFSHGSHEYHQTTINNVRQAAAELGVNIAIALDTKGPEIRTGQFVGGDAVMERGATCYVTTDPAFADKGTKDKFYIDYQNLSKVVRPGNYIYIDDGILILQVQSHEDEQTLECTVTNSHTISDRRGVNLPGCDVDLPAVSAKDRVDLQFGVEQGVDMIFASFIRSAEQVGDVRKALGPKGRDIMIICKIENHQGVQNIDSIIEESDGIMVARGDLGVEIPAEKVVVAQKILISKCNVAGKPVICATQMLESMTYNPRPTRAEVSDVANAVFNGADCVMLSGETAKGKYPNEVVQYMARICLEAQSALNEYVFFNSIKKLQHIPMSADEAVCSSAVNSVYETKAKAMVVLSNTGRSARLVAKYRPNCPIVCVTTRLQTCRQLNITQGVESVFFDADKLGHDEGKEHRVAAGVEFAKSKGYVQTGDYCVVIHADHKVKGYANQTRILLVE
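0.1 nM LmPK, 0.5 mM PEP, 0.1 mM ADP; 50 mM imidazole pH 7.2, 7 mM MgCl2, 50 mM KCl; 1 h RT. Kinase-Glo luminescence readout, normalized to no-enzyme (full inhibition) and uninhibited wells.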
AMA1 RON2 block – qHTS for Inhibitors of AMA1-RON; Towards Development of Antimalarial Drug Lead: Primary Screen; Plasmodium falciparum AMA1 (3D7) - RON2 peptide interaction; AlphaScreen AMA1-biotinylated RON2 peptide binding; Potency, µM (top dose mostly 58.2 µM), without a hit: at the top dose activity change, negative = inhibition, most hits filed as inhibitors; hit rate 0.2% among 360,000; AID 720542, 2013;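 also: potency is read from the fitted curve at half-maximal effect; 0% = vehicle wells and -100% = peptide control; nearly all actives have a fitted effect of over 45% in size; some results filed as inactive show a strong effect at the top dose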
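AMA1 (3D7) with his tag at 25 nM final met compounds first, then biotinylated RON2 peptide at 25 nM; detection used donor plus acceptor beads, 10 µg/mL apiece, read by AlphaScreen after 30 min at room temperature.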
AmpC no deterg – qHTS Inhibitors of AmpC Beta-Lactamase (assay without detergent); P00811; AmpC nitrocefin hydrolysis, absorbance 480 nm, 0.0001% Triton; Potency, µM (highest dose often 57.1 µM), for inactives: at the highest dose activity change, negative = inhibition, actives largely listed as inhibitors; hit rate 0.52% among 330,000;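 also: potency is read from the fitted curve at half-maximal effect; plate controls were no compound for no effect and no enzyme for full effect; nearly all actives have a fitted effect of over 20% in size; some results filed as inactive show a strong effect at the top dose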
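20 mM phosphate pH 7.0 + 0.01% (detergent screen) or 0.0001% Triton X-100; 5.3 nM AmpC reagent; cpd preinc 15 min RT; nitrocefin (800 uM stock) to start; A480 q20 s × 4 min; Activity was normalised to no-enzyme and no-compound control wells.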
* marks the source's active call; other numbers are inactive results; ? = inconclusive; · = no result given; & = joins results of further samples; [ ] = remark or other dose. Unless noted, calls follow the shape of the dose curve; as a rule, active = well fitted curve in the direction sought with a large enough effect; inconclusive = small, poorly fitted or top-dose-only effect, or another doubt; inactive = no such curve, though single readings can be large; an effect the other way counts as inactive or inconclusive. Unless noted, % is scaled to controls: 0 for no effect and ±100 for the full control effect.

SMILES | AmpC inh detg | HCV inh | HCMV inh | TbPYK inhibitor | LmPK inhibitor | AMA1 RON2 block | AmpC no deterg
O=C(CCNS(=O)(=O)c1ccc(Br)cc1)N1CCN(c2ccccc2O)CC1 | -23% | ? | -9 | -1% | · | -11% | 11%
CC(C)CC(C)NC(=O)c1ccc(C(F)(F)F)cc1 (stereo not drawn) | 6% | -1% | 0 | 7% | -19% | 0% | -13%
CCN(C(=O)CSc1nnc(-c2ccncc2)n1-c1ccccc1)C1CCS(=O)(=O)C1 (stereo not drawn) | -6% | -19% | 8 | -7% | -1% | 22% | 8%
COc1ccc(C2C=C(c3ccccc3)Nc3nc(NS(=O)(=O)c4ccccc4)nn32)cc1 (stereo not drawn) | 0% | · | -8 | -11% | · | · | ·
CCCC12CN3CC(C)(CN(C1)C3c1ccc([N+](=O)[O-])o1)C2=O (stereo not drawn) | -1% | 10% | -2 | 4% | 1% | -7% | -11%
O=c1c2ccccc2nnn1Cc1nnc(-c2ccccc2Br)o1 | -17% | -21% | 3 | 6% | 2% | -13% | -28%
COC(=O)c1ccc(CN(C(C)=O)c2ccccc2)o1 | 7% | 20% | 1 | -8% | 3% | -4% | -6%
CSCCC(=O)Nc1cc(S(=O)(=O)N2CCOCC2)ccc1N1CCN(C)CC1 | -11% | 16% | -16 | 0% | 2% | 2% | -19%
Cc1ccc(-n2ncc(C(=O)Nc3cc(Cl)ccc3Cl)c2C2CCNCC2)cc1 | 3% | 13µM* | -87* | -20% | 4% | -23% | 7%
COc1ccc([C@H]2C(C#N)=C([S-])N[C@](C)(O)[C@@H]2[n+]2ccccc2)cc1 | 2% | -29% | 3 | ? | -5% | -5% | 3%
Cc1ccc(CN2C(=O)C(CC(C)C)Nc3ncnc(N4CCOCC4)c32)cc1 (stereo not drawn) | · | -4% | 90&-1 | 6%&1% | · | -5%&0% | 36%
COc1ccc(NC(=O)CC2C(=O)N(Cc3ccco3)C(=S)N2C(C)C)cc1 (stereo not drawn) | -12% | 1% | -18 | 2% | 0% | 0% | 4%
CCC1Nc2ncnc(N3CCc4ccccc4C3)c2N(Cc2ccc(Cl)cc2)C1=O (stereo not drawn) | · | 15% | -4 | 1% | · | 4% | 4%
COc1ccc(N2CCN(S(=O)(=O)c3ccc(CC(C)C)cc3)CC2)cc1 | -4% | · | 8 | -5% | · | · | ·
C/C(=N\NC(=O)Nc1ccccc1)c1ccccc1 | -8% | 6% | -1 | 1% | -5% | 0% | -29%
CSc1ccc(CN(C)CC(=O)NC(=O)NCCC2=CCCCC2)cc1 | -14% | ? | -19 | -7% | · | 5% | 12%
O=S(=O)(/C=C/c1ccccc1)Oc1ccccc1 | 3% | ? | 2 | 1% | -1% | 32%[activator] | -20%
COc1ccc(NC(=O)c2sc(=S)[nH]c2N)cc1 | ? | 7% | 79 | ? | -1% | 11% | -20%
COc1ccc(C(=O)NCC(=O)OCc2cc(=O)n3nc(C4CCCCC4)sc3n2)cc1 | -6% | · | 11 | -1% | · | · | ·
COc1ccc(NC(=O)C[C@H]2C(=O)N(CCc3ccccc3)C[C@@H]2Cc2ccccc2)cc1 | · | · | 20 | 2% | · | -6% | ·
COc1ccc(OC)c(NC(=O)CN2C(=O)c3ccccc3S2(=O)=O)c1 | 6% | 2% | 53 | 0% | 1% | -4% | -11%
O=C(Cn1cncn1)N/N=C/c1cc([N+](=O)[O-])ccc1O | 7% | -1% | 18 | 0% | -15% | -49% | -10%
COc1ccc(C(=O)CN2CCN(c3cc(C)nc4ccccc34)CC2)cc1 | -7% | 10µM* | -61* | 0% | 0% | -6% | 11%
COC(=O)C(NC(=O)c1ccccc1)=C1CCCCC1 | 1% | 2% | ? | -3% | -4% | 9% | -2%
CCOC(=O)C1=C(CS(=O)(=O)c2ccc(F)c(C)c2)NC(=O)NC1c1ccc(O)c(O)c1 (stereo not drawn) | ? | 22%&2% | ? | -6% | 8% | -15% | -20%

(list continues)
SMILES | AmpC inh detg | HCV inh | HCMV inh | TbPYK inhibitor | LmPK inhibitor | AMA1 RON2 block | AmpC no deterg
C#CCOCCOCCOCCNc1nc(N2CCN(C(=O)[C@H](CCC(=O)O)n3cc(C(N)Cc4ccc(O)cc4)nn3)CC2)nc(N2CCN(C(=O)[C@H](CCC(=O)O)n3cc(C(N)Cc4ccc(O)cc4)nn3)CC2)n1 (stereo partly drawn) | 9% | 15% | -12 | -3% | 2% | 33%[activator] | 90%[activator]
CCN(CC)CCCN=Cc1c(O)n(-c2ccc(C)cc2)c(=O)c2ccccc12 | 4% | -1% | -24 | 2% | 0% | -13% | 3%
NC(=O)CNC(=O)C1CCCc2c1[nH]c1ccc(Cl)cc21 (stereo not drawn) | -3% | -1% | 19 | -3% | 3% | -10% | -14%
CCCCn1c(C(C)O)nc2ccccc21 (stereo not drawn) | -5% | -9% | -14 | 3% | 2% | -15% | -4%
CCCS(=O)(=O)NC(=O)C1(C)CCCN(C(=O)c2ccccc2F)C1 (stereo not drawn) | · | · | ? | -3% | · | 5% | ·
COCCCN1CN=C(NS(=O)(=O)c2ccc(NC(C)=O)cc2)NC1 | -5% | · | -3 | -8% | · | · | ·
Cc1cc(Cl)ccc1NC(=O)CN1C(=O)C(=O)c2ccccc21 | 22% | · | 18 | 1% | · | · | ·
O=C(C1COc2ccccc2O1)N1CCN(c2ccc(C(F)(F)F)cn2)CC1 (stereo not drawn) | · | 35%[activator] | 0 | 1% | · | 3% | 13%
O=C(NC(=S)NC1CCCCCC1)c1cncc(Br)c1 | 1% | 1% | 56 | -12% | 0% | 41%[activator] | -35%
CCOC(=O)c1cc2ccc3ccccc3c2oc1=O | -12% | 0% | 13 | 4% | 2% | 18% | -6%
O=C(C1CC(=O)N(c2ccc(F)cc2)C1)N1CCOCC1 (stereo not drawn) | -3% | 17% | 7 | 4% | -1% | -9% | 8%
CCOC(=O)c1c(C)[nH]c(C)c1S(=O)(=O)NCCc1sccc1C | -2% | ? | ? | 7% | 1% | -5% | -26%
COc1ccccc1CNC(=O)CN1C(=O)NC2(CCCCCC2)C1=O | · | -16% | 8 | 0% | · | -3% | -6%
COc1cc(/C=N/NC(=O)c2ccc(NS(=O)(=O)c3cccs3)cc2)cc(OC)c1O | 4% | 0% | 0 | -11% | · | 32%[activator] | -31%
CCCN(CCC)CCNC(=O)Cn1cnc2sc(C)c(S(=O)(=O)N3CCOCC3)c2c1=O | · | 24% | 43 | -3% | · | 0% | ·
Cc1ccc(S(=O)(=O)N2CCC3(CC2)OCCO3)c(C)c1 | -4% | 6% | -11 | 3% | -10% | 2% | 18%
CC(C)C[C@@H](CNCC(=O)[C@H](CC(C)C)NC(=O)c1[nH]cnc1C(=O)N[C@@H](C)CN)NC(=O)c1nc[nH]c1C(=O)N[C@@H](CC(=O)O)C(=O)O | · | 13% | -9 | 5% | · | 44%[activator] | ·
O=C(Nc1ccccc1C(=O)NCc1cccnc1)c1ccco1 | -18% | ? | 30 | 2% | 1% | -22% | 1%
O=C(CSc1nnc(-c2ccccc2)n1Cc1ccccc1)N1CCOCC1 | -7% | 1% | -10 | -11% | -8% | 1% | 27%
COc1ccc(-n2c(SCC(=O)N3CCC(C)CC3)nc3c([nH]c4ccccc43)c2=O)cc1 | -4% | · | 15 | -6% | · | · | ·
COc1ccc(CNS(=O)(=O)NCc2ccccc2F)cc1 | 2% | 7% | 59 | 9% | -9% | -3% | -4%
CC(=O)Nc1cc(S(=O)(=O)Nc2ccccc2)c(C)cc1C | -3% | 16% | 9 | 3% | 2% | -2% | -6%
CCOC1=C/C(=C/c2c(N)n3nc(CC(=O)N4CCCCC4)sc3nc2=O)C=CC1=O | -12% | 13% | 43 | -2% | 19% | 49%[activator] | -34%
O=C1Nc2ccccc2/C1=C/c1nc2ccccc2c(=O)n1-c1ccc(O)cc1 | 2% | ? | ? | 0% | 8% | -20% | -60%
CC(=O)c1c(N2CCCC2)[nH]c(-c2ccccc2)nc1=S | 1% | 22µM* | -23 | -2% | -15% | 37%[activator] | -24%

Grouped by structure, the entries above with a nitro group on carbon.
SMILES | AmpC inh detg | HCV inh | HCMV inh | TbPYK inhibitor | LmPK inhibitor | AMA1 RON2 block | AmpC no deterg
CCCC12CN3CC(C)(CN(C1)C3c1ccc([N+](=O)[O-])o1)C2=O (stereo not drawn) | -1% | 10% | -2 | 4% | 1% | -7% | -11%
O=C(Cn1cncn1)N/N=C/c1cc([N+](=O)[O-])ccc1O | 7% | -1% | 18 | 0% | -15% | -49% | -10%

Continuation.
SMILES | AmpC inh detg | HCV inh | HCMV inh | TbPYK inhibitor | LmPK inhibitor | AMA1 RON2 block | AmpC no deterg
CC(C)(C)c1ccc(-n2ncc3c2CCCC3NC(=O)CCN2CCCCC2=O)cc1 (stereo not drawn) | 3% | ? | -64* | 1% | -8% | 10% | 180%[activator]
O=C(NCc1ccccc1)C(c1cccnc1)N(C(=O)c1csnn1)c1ccccc1 (stereo not drawn) | 1% | 10% | -9 | -10% | 5% | 0% | -5%
NC(=O)CSc1n[nH]c(=O)n1CCc1ccccc1 | 7% | 4% | · | -6% | 5% | -4% | -2%
CC(C)CCNC(=S)Nc1ccccn1 | -1% | 8% | 96 | ? | 1% | -6% | -18%
CC(=O)N(NC(=O)c1ccccc1Cl)C1CC(=O)N(c2ccc(C)cc2)C1=O (stereo not drawn) | 0% | 11% | -11 | 4% | -10% | -2% | -7%
CC(=O)NNC(=O)c1sc(=S)n(C)c1C | 4% | 11% | 12 | 5% | 8% | -9% | -13%
CCCn1c(N)c(N2CCCCC2)c(=O)n(CC(=O)Nc2ccccc2C)c1=O | ? | 0% | 2 | -1% | 6% | -19% | -2%
O=C(COC(=O)COc1ccccc1)Nc1ccc(OC(F)(F)F)cc1 | -11% | 13% | 38 | -3% | 2% | 7% | -19%
Cc1ccc(OCc2nnn(CC(=O)NS(=O)(=O)c3c(C)noc3C)c2-c2ccccc2)cc1 | · | · | -34 | 5% | · | -12% | ·
